POLB inh = DNA polymerase beta (human) inhibition; actives 1.3% (n = 340,000); P06746; Potency, µM (doses to about 114 µM), for inactives: at the top dose activity change, negative = inhibition, hits mostly inhibitors; Pol beta primer extension/strand displacement, fluorescence kinetic; note: % is set by controls: 0 for no effect and ±100 for the full control effect
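Homogeneous kinetic assay of primer extension and strand displacement by 10 nM Pol beta, preincubated 15 min at room temperature with compound before 50 nM substrate (final) was added. Read at 0 and 10 min; four-parameter Hill fit.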
JMJD2A Tudor = blocks the human JMJD2A Tudor domain. Potency, µM (series often up to 114 µM), for the others: at the highest dose activity change, negative = inhibition, hits mostly inhibitors. AlphaScreen JMJD2A-Tudor / H3K4me3 peptide binding. O75164. actives 4.4% (n = 390,000); note: % is set by controls: 0 for no effect and ±100 for the full control effect; nearly all actives have a fitted effect of over 50% in size
BAZ2B block = blocks human BAZ2B; Q9UIF8; AlphaScreen BAZ2B-H3K14Ac peptide displacement; Potency, µM (top dose mostly 114 µM), inactives show at the top dose activity change, negative = inhibition, hits mostly inhibitors; actives 4.4% (n = 360,000); note: % is set by controls: 0 for no effect and ±100 for the full control effect; nearly all actives have a fitted effect of over 60% in size
Target sequence (Q9UIF8 whole entry, looked up): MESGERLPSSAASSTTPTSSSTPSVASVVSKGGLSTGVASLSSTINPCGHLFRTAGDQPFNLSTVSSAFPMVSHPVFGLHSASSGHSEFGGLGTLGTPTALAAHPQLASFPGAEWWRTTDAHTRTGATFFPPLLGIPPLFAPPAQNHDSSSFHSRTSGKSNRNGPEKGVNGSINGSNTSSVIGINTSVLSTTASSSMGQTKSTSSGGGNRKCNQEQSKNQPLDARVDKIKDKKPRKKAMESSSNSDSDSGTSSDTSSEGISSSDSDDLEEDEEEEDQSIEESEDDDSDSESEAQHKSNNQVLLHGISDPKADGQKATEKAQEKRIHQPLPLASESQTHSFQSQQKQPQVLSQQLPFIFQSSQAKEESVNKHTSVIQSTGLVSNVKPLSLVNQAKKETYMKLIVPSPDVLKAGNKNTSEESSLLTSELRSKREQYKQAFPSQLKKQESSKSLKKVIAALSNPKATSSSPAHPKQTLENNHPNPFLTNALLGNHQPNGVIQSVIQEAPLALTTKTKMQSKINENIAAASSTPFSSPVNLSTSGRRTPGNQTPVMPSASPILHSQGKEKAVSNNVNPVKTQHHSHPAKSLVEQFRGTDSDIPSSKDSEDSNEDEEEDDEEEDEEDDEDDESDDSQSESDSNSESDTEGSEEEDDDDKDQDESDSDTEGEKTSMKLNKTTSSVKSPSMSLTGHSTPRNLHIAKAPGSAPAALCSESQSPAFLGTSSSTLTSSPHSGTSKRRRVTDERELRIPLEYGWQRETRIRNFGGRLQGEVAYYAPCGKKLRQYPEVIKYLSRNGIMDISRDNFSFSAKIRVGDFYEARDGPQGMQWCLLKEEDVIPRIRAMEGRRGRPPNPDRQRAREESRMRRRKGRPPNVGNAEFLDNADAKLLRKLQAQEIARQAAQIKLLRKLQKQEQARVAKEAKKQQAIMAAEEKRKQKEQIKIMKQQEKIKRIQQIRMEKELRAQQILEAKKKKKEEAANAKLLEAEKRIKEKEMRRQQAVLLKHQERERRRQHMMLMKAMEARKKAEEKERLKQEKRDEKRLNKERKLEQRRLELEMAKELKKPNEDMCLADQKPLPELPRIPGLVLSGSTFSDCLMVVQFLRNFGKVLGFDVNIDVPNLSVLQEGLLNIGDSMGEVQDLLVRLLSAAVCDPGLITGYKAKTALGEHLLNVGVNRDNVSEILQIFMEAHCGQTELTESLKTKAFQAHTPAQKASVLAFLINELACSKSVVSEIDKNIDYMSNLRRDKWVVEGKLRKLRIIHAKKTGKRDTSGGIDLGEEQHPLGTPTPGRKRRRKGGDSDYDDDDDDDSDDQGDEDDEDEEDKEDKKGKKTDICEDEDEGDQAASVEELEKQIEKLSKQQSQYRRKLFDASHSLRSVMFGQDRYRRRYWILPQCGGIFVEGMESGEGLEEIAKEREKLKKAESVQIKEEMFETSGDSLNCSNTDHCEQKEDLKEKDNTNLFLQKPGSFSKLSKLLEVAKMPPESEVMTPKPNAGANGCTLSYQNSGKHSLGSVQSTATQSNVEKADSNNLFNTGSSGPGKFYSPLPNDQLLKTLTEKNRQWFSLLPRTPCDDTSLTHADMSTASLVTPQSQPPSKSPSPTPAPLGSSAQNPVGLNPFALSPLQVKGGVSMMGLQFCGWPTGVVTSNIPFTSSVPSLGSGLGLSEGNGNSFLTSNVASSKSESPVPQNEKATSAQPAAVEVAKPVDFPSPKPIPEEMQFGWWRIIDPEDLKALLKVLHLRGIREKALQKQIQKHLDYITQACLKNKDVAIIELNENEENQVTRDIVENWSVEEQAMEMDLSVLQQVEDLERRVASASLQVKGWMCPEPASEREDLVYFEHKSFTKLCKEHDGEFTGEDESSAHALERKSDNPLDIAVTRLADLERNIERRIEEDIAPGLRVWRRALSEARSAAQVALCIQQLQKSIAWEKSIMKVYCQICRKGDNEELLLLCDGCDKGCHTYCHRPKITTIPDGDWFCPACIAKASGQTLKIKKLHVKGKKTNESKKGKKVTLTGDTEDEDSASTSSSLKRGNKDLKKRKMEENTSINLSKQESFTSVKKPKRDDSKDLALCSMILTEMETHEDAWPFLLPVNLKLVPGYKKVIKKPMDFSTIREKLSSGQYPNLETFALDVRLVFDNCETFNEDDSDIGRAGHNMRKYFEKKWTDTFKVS
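BAZ2B (50 nM) with biotin-H3(5-23)K14Ac peptide (50 nM) in PBS pH 7.4, 0.01% Tween-20, preformed 30 min, then compound 30 min at room temperature; top concentration 110uM. AlphaScreen streptavidin donor/nickel chelate acceptor beads (10 ug/mL final), 20 min dark, signal read.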
Pol eta inh = DNA polymerase eta (human) inhibition; Q9Y253; recombinant Pol eta, fluorescent DNA replication assay; Potency, µM (titrated, usually from 114 µM), for inactives: top-dose activity change, negative = inhibition, most hits filed as inhibitors; actives 1.2% (n = 390,000); note: % is set by controls: 0 for no effect and ±100 for the full control effect
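Fluorescent replication assay: 50 nM final substrate added after a 15 min room-temperature compound preincubation with 10 nM enzyme. Signal taken at 0 min and again at 10 min.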
Pol iota inh = inhibitors of human DNA polymerase iota; Q9UNA4; Pol iota fluorescent replication assay, 10 min; Potency, µM (series often up to 115 µM), for inactives: at the highest dose activity, negative = inhibition, hits mostly inhibitors; actives 1% (n = 390,000); AID 588590
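Fluorescent replication assay read twice, at 0 min and 10 min after adding 50 nM (final) substrate. Enzyme (10 nM) and compounds were first incubated 15 min at room temperature; enzyme-free buffer wells were negative controls.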
POLK inh = inhibitors of human DNA polymerase kappa; purified Pol kappa, fluorescent DNA synthesis assay, 10 min; actives 0.53% (n = 400,000); Q9UBT6; Potency, µM (highest dose often 107 µM), for inactives: at the highest dose activity, negative = inhibition, most hits filed as inhibitors; note: % is set by controls: 0 for no effect and ±100 for the full control effect
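Inhibition of 10 nM Pol kappa is measured by a fluorescent read-out at 0 and 10 min following addition of 50 nM substrate (final), with a 15-min room-temperature compound preincubation.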
BLM helicase inh = inhibitors of human Bloom syndrome helicase BLM | P54132 | recombinant BLM DNA unwinding, fluorescence dequenching | Potency, µM (highest dose often 56.1 µM), for inactives: at the top dose activity change, negative = inhibition, actives largely listed as inhibitors | actives 0.2% (n = 350,000);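 note: plate controls were vehicle for no effect and no enzyme for full effect; nearly all actives have a fitted effect of over 35% in size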
APE1 inh = inhibitors of human APE1 endonuclease | actives 0.35% (n = 350,000) | recombinant APE1, TAMRA/BHQ-2 abasic DNA cleavage fluorescence | Potency, µM (doses to about 65.8 µM), for inactives: top-dose activity change, negative = inhibition, most hits filed as inhibitors;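 note: plate controls were vehicle for no effect and reference inhibitor for full effect; nearly all actives have a fitted effect of over 55% in size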
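Kinetic fluorescence read (525 ex/598 em nm, three reads 60 s apart) of AP-site incision; signal = third minus first read. Enzyme 0.75 nM, dual-labelled THF duplex 50 nM, compound preincubation 15 min RT.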
G9a block = blocks human histone lysine methyltransferase G9a | AID 504332 | actives 8.8% (n = 350,000) | Potency, µM (doses to about 102 µM), for the others: at the top dose activity, negative = inhibition, actives largely listed as inhibitors | Q96KQ7 | G9a H3K9 monomethylation, AlphaScreen, 2 h; note: % is set by controls: 0 for no effect and ±100 for the full control effect; nearly all actives have a fitted effect of over 75% in size
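AlphaScreen detection with an anti-monomethyl H3K9 antibody quantified product after a 2 h room-temperature reaction containing 500 nM biotinylated H3K9 peptide, 20 µM SAM and 20 nM enzyme, which had been preincubated 15 min with compound.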
Numbers without * were called inactive; ? = inconclusive; . = no result given; [ ] = dose if it differs, or a comment. Calls come from the whole dose curve; as a rule, active = well fitted curve in the direction sought with a large enough effect; inconclusive = small, poorly fitted or top-dose-only effect, or another doubt; inactive = no such curve, though single readings can be large; an effect the other way counts as inactive or inconclusive. Potency is the fitted concentration of half-maximal effect. This is a subset; rates above refer to the full screens.

Pol eta inh | G9a block | BAZ2B block | Pol iota inh | POLB inh | BLM helicase inh | POLK inh | JMJD2A Tudor | APE1 inh | SMILES
-3% | 1%[12.7 µM] | 10% | 2% | . | . | -6% | 5% | -5% | Cc1ccc(C(=O)NCc2ccc(Cl)cc2)cc1S(=O)(=O)N1CCCCC1
-9% | 1%[59 µM] | -1% | 2% | 8% | -1% | 1% | -8% | . | Cc1ccc(NC(=O)c2oc3ccc4c(c3c2C)C(=O)CC(C)(C)O4)c(C)c1
-8% | . | 2% | 5% | 32% | -2% | -2% | -11% | 0% | CCN(C(=O)Cn1c(=O)oc2ccccc21)c1cccc(C(F)(F)F)c1
-12% | ? | -37% | ? | ? | 2% | -8% | ? | -2% | CCOc1ccc2nc3sc(C(=O)N4CCN(C)CC4)c(N)c3cc2c1
-1% | 8% | 1% | -11% | 33% | -3% | -17% | -7% | 54% | CCOc1ccc(N(C(=O)CNC(=O)c2ccco2)C(C(=O)NC2CCCC2)c2cccnc2)cc1 (stereo not given)
-8% | -6% | 2% | -11% | 8% | -3% | 7% | -6% | -8% | COC(=O)C1CN(S(=O)(=O)c2ccc(NC(C)=O)cc2)CCS1 (stereo not given)
-4% | 23% | -38% | 94%[activator] | 37% | -4% | -6% | -26% | 31% | CCOc1ccc(NC(=O)CCC(=O)c2ccc(Br)cc2)cc1
-20% | -12% | 6% | 145%[activator] | -1% | 1% | -5% | 7% | 7% | COc1cc(CNC(=O)C2CCCC2)cc(OC)c1OC
-5% | . | 5% | 35%[activator] | 46% | -2% | -5% | -16% | 8% | Cc1ccc(C(=O)NC2CCCN(c3ccc(C(F)(F)F)cn3)C2)cn1 (stereo not given)
-23% | 8.9µM* | 2% | 26% | 2% | -2% | 1% | -7% | 16% | O=C(CC1OCC2CCCN2C1=O)Nc1ccc([N+](=O)[O-])cc1 (stereo not given)
-7% | -5% | -10% | 13% | 75% | -7% | 6% | -10% | 9% | COc1ccc2c(C=O)cn(C)c2c1
15% | ? | ? | 10% | 18% | -6% | -9% | -5% | -2% | COc1ccc(N2CC(C(=O)NC3=NCCS3)CC2=O)cc1 (stereo not given)
12% | 16%[59 µM] | 7% | 12% | 4% | 3% | 5% | -6% | -1% | CCOC(=O)/C(C#N)=C/c1ccc(OC)c(OC)c1
-10% | ? | -32% | -17% | 19% | -8% | -9% | -6%[57.1 µM] | 0% | Nc1nc(Nc2ccccc2)nc2ccccc12
-6% | 10%[59 µM] | 1% | 3% | 17% | 2% | -2% | -17% | 4% | Cc1n[nH]c(C)c1SCC(=O)Nc1ccc(F)cc1
-9% | . | . | 6% | . | . | -16% | -31% | 54% | COc1cc2cnc(CCO[C@H]3CCCCO3)cc2cc1OC
-12% | 18% | -20% | 26% | -1% | -4% | 7% | -14% | 34% | CCC1(C)Cc2ccccc2-c2nc(SCC(N)=O)[nH]c(=O)c21 (stereo not given)
. | -6%[59 µM] | . | . | . | -4%[75.6 µM] | -14%[60.1 µM] | . | -1% | COc1cc(C(CCN2CCOCC2)c2c(OC)cc(OC)c3ccc(=O)oc23)cc(OC)c1OC (stereo not given)
-19% | . | ? | ? | 2% | -9% | 2% | ? | -5% | O=C(COC(=O)CSc1ccc([N+](=O)[O-])cc1)NCCCc1ccccc1
-6% | . | 0% | 7% | -8% | -2% | -3% | -16% | 1% | Cc1nc2ccccc2nc1CN1CCN(Cc2ccc(F)c(F)c2)C(CCO)C1 (stereo not given)
? | ? | -31% | -16% | -3% | -7% | -3% | -29% | -3% | CCOC(=O)c1ccc(N=C2SC(C(=O)Nc3ccc(C(=O)O)cc3)CC(=O)N2Cc2cccs2)cc1 (stereo not given)
. | -48%[2.33 µM] | . | . | . | 22µM* | 1.8µM* | . | ? | O=c1c(-c2ccccc2)coc2cc(O)cc(O)c12
-8% | ? | -2% | -15% | -24% | 2% | -13% | 4% | 2% | O=C(CSc1nnc(SCC(=O)NCc2ccc3c(c2)OCO3)s1)NCc1ccc2c(c1)OCO2
-4% | 10%[59 µM] | -2% | 32% | 0% | 1% | 13% | 7% | . | CCOc1ccc(NC(=O)CSc2nnc(CNC(=O)c3c(F)cccc3Cl)o2)cc1
-5% | 11%[59 µM] | -5% | -11% | ? | -1% | -7% | -6% | -3% | C=CCn1c(C)c(C(C)=O)c(N2CCOCC2)nc1=S
-3% | 20µM* | 5µM* | -9% | -7% | -4% | -4% | 0.79µM* | ? | Cc1nc(N2CCCCC2)c2ccsc2n1
-5% | 2% | 3% | -20% | ? | -3% | -1% | -18% | 26% | Cc1cc(Br)c(NC(=O)Cn2c([N+](=O)[O-])cnc2C)cc1C
-23% | -2%[59 µM] | -19% | 31%[activator] | 0% | 3% | -10% | -1% | . | CCOc1ccc(CCNC(=O)C2CCN(Cc3nc(-c4ccc(OC)c(OC)c4)oc3C)CC2)cc1OCC
6% | -11%[59 µM] | -4% | 12% | ? | 3% | -6% | 15% | 20% | Cc1cc(C)nc(N2CCCC(C(=O)NCC(c3ccccc3)c3ccccc3)C2)n1 (stereo not given)
-4% | ? | -22% | ? | -10% | 1% | -14% | -9% | ? | O=C(O)CN1C(=O)/C(=C\c2cn(CC(=O)N3CCOCC3)c3ccccc23)SC1=S

Part of the list above in order of heavy-atom count, low to high:
Pol eta inh | G9a block | BAZ2B block | Pol iota inh | POLB inh | BLM helicase inh | POLK inh | JMJD2A Tudor | APE1 inh | SMILES
. | -48%[2.33 µM] | . | . | . | 22µM* | 1.8µM* | . | ? | O=c1c(-c2ccccc2)coc2cc(O)cc(O)c12
-5% | 11%[59 µM] | -5% | -11% | ? | -1% | -7% | -6% | -3% | C=CCn1c(C)c(C(C)=O)c(N2CCOCC2)nc1=S
-3% | 1%[12.7 µM] | 10% | 2% | . | . | -6% | 5% | -5% | Cc1ccc(C(=O)NCc2ccc(Cl)cc2)cc1S(=O)(=O)N1CCCCC1
6% | -11%[59 µM] | -4% | 12% | ? | 3% | -6% | 15% | 20% | Cc1cc(C)nc(N2CCCC(C(=O)NCC(c3ccccc3)c3ccccc3)C2)n1 (stereo not given)

Continued.
Pol eta inh | G9a block | BAZ2B block | Pol iota inh | POLB inh | BLM helicase inh | POLK inh | JMJD2A Tudor | APE1 inh | SMILES
-13% | 28µM* | . | 79µM* | 7% | -3% | -19% | -3%[57.1 µM] | -6% | Cc1ccc(/C=N\NC(=O)Cc2cccn2C)o1
-22% | . | -22% | -16% | ? | -1% | 2% | -5% | -5% | COc1cccc(OC)c1C(=O)Nc1ccc2c3c(cccc13)CC2
-21% | . | . | 35%[activator] | . | . | -2% | -10% | . | CC1CCC(CC(=O)O)(C(=O)O)CC1 (stereo not given)
14µM* | 13µM* | -2% | ? | -1% | -5% | -6% | -28% | 16% | Cc1nc2nc(C)n(-c3ccccc3)c2s1
-19% | 18%[12.7 µM] | 5% | 138%[activator] | -8% | -3% | -4% | -12% | 66%[activator] | CN(C)CCN1C(=O)C2C(C(=O)Nc3cc(Cl)cc(Cl)c3)C3C=CC2(O3)C1C(=O)NC1CCCCC1 (stereo not given)
-7% | . | 13% | 13% | 1% | 1% | -4% | -13% | -9% | Cc1ccc2nc(SCC(=O)NCc3ccc(S(N)(=O)=O)cc3)[nH]c2c1
5% | -22%[12.7 µM] | 8% | -10% | -1% | -1% | ? | -14% | -5% | COc1cc(C)nc(NCc2ccccc2)n1
-9% | 45% | 10% | 8% | 8% | -3% | -3% | 4% | 3% | COc1ccc(C)cc1NC(=O)c1ccc(OC(F)F)cc1
-12% | 1%[0.501 µM] | -21% | 21% | . | . | 6% | -16% | 62%[activator] | Cc1c(NC(=O)c2cccc(NC(=O)COc3ccc(C#N)cc3)c2)c(=O)n(-c2ccccc2)n1C
-5% | . | . | -4% | . | . | -16% | -22% | 22% | Cc1ccc(S(=O)(=O)N2CCN(C(=O)COC(=O)c3cc([N+](=O)[O-])ccc3NCCO)CC2)c(C)c1
-9% | 12% | 1% | -15% | -4% | -2% | -4% | 14% | 4% | CC(C)CCNC(=O)CCCOc1ccccc1
. | 7%[59 µM] | . | . | . | -6%[75.6 µM] | -13%[60.1 µM] | . | -5% | Cc1cccc(COC[C@H](Cc2ccccc2)N2CCN(C(=O)c3cccc(C)c3)CCC2=O)c1
-12% | -16%[59 µM] | -14% | 0% | -1% | -2% | -10% | -11% | . | Cc1cc(C)c2c(n1)sc1c(=O)n(-c3cc(Cl)ccc3C)nnc12
-17% | 10µM* | -17% | 8% | 27% | -1% | 2% | -9% | 12% | Cc1cccc(CS(=O)(=O)c2cn(CC(=O)N3CCOCC3)c3ccccc23)c1
-16% | 35µM* | ? | 94%[activator] | 2% | -1% | -10% | -23% | -4% | COc1ccc(C2C(C(=O)c3ccccc3)N3c4ccccc4C=CC3C2[N+](=O)[O-])cc1 (stereo not given)
2% | -6%[59 µM] | -2% | -14% | ? | -5% | -13% | -1% | 1% | COCCCNC(=O)Cn1nnc(-c2ccc(NC(=O)c3ccccc3F)cc2)n1

Of the compounds above, 3 contain a furan ring, fused or not.
Pol eta inh | G9a block | BAZ2B block | Pol iota inh | POLB inh | BLM helicase inh | POLK inh | JMJD2A Tudor | APE1 inh | SMILES
-9% | 1%[59 µM] | -1% | 2% | 8% | -1% | 1% | -8% | . | Cc1ccc(NC(=O)c2oc3ccc4c(c3c2C)C(=O)CC(C)(C)O4)c(C)c1
-1% | 8% | 1% | -11% | 33% | -3% | -17% | -7% | 54% | CCOc1ccc(N(C(=O)CNC(=O)c2ccco2)C(C(=O)NC2CCCC2)c2cccnc2)cc1 (stereo not given)
-13% | 28µM* | . | 79µM* | 7% | -3% | -19% | -3%[57.1 µM] | -6% | Cc1ccc(/C=N\NC(=O)Cc2cccn2C)o1

Fetched by structure from the entries so far (3):
Pol eta inh | G9a block | BAZ2B block | Pol iota inh | POLB inh | BLM helicase inh | POLK inh | JMJD2A Tudor | APE1 inh | SMILES
-13% | 28µM* | . | 79µM* | 7% | -3% | -19% | -3%[57.1 µM] | -6% | Cc1ccc(/C=N\NC(=O)Cc2cccn2C)o1
-8% | ? | -2% | -15% | -24% | 2% | -13% | 4% | 2% | O=C(CSc1nnc(SCC(=O)NCc2ccc3c(c2)OCO3)s1)NCc1ccc2c(c1)OCO2
-3% | 20µM* | 5µM* | -9% | -7% | -4% | -4% | 0.79µM* | ? | Cc1nc(N2CCCCC2)c2ccsc2n1
